NSD2 inh: NSD2 histone methyltransferase inhibitors, primary screen, biochemical, AlphaScreen, single concentration, set 2; Histone-lysine N-methyltransferase NSD2 (Homo sapiens), O96028; AID 743445, 2014; NSD2 peptide methylation, 120 min; inhibition, % at 12.5 µM; 310,000 compounds, 0.54% hits; in the data active = inhibition above about 50%
DAGLB inhibitor: DAGLB lipase inhibitors, primary screen, biochemical, fluorescence, HTS; Diacylglycerol lipase-beta (Homo sapiens), Q8NCG7; AID 504411, 2011; HEK293T DAGLB membrane lysate, EnzChek fluorogenic substrate; 340,000 compounds, 0.059% hits; inhibition, % at 5.17 µM; in the data active = inhibition above about 34%;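 note: 0% = enzyme with vehicle and 100% = wells lacking enzyme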
PvdQ acylase: P. aeruginosa PvdQ acylase inhibitors, primary screen, biochemical, fluorescence, plate reader and imaging, single point; PvdQ acylase [Pseudomonas aeruginosa LESB58]; purified PvdQ acylase; inhibition, % at 10 µM; 340,000 compounds, 0.063% hits; AID 488965, 2010; in the data active = inhibition above about 30%, passing the limit was not always enough;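 note: 0% = vehicle neutral wells and 100% = reference inhibitor wells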
PKA-R2B activ: activators of PKA-R2B holoenzyme, primary screen, biochemical, fluorescence polarization, Cy5-IP20, human; activation, % at 11.4 µM; AID 504700, 2011; PKA-R2B holoenzyme dissociation; R2B truncated from residue 108, S112A mutant; 0% DMSO only, 100% 113 µM cGMP; 340,000 compounds, 0.079% hits; cAMP-dependent protein kinase catalytic subunit beta (Homo sapiens) + cAMP-dependent …;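 active = activation above a cutoff set at the mean over all compounds plus 3 SD, cut at about 18% in these data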;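 note: higher means more holoenzyme dissociation and a rise in polarization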
Target sequence (P31323 whole entry, looked up, other chains not shown, the tested form may be a part): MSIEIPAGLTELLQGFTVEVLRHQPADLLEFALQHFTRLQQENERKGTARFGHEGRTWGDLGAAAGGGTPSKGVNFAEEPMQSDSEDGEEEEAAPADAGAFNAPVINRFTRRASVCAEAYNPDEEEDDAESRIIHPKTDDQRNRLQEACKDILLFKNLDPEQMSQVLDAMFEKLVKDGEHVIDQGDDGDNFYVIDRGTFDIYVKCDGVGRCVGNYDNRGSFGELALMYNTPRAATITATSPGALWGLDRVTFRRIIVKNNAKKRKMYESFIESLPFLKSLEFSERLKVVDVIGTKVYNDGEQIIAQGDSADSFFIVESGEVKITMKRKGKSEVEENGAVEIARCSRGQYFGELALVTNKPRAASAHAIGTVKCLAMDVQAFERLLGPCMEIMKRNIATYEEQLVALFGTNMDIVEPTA
Arr AP2 block: inhibitors of beta-arrestin/AP2 binding, primary screen, biochemical, GPCR trafficking, flow cytometry. beta-arrestin 1 C-terminal peptide binding to AP2 beta2-adaptin appendage (human). inhibition, % at 10 µM. 340,000 compounds, 0.31% hits. FITC-arrestin peptide / GST-AP2 beads; AP2 beta2 appendage carries R879A mutation;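 active = inhibition above a set limit, near 3 SD of compounds lacking own fluorescence, cut at about 54% in these data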;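 note: plate controls were DMSO wells for no effect and 5 µM unlabelled arrestin peptide for full effect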
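System: GST-AP2 R879A glutathione beads | Also added: FITC-arrestin peptide, 50 nM | Times: 12 min plus 1 h, RT | Signal: Bead flow cytometry, FITC channel | Buffer or medium: PBS with 0.05% Tween 20 and 0.1% BSA | Read-out basis: Percent drop in bead-associated FITC signal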
RTF Ca sens inh: cardiac RTF calcium sensitivity inhibitors, primary screen, biochemical, IANBD-TnC fluorescence, EC70 calcium. IANBD-labeled cardiac RTF, Ca2+ fluorescence. inhibition, % at 7.15 µM. 340,000 compounds, 0.12% hits;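 active = inhibition above the mean inhibition of all tested compounds plus 3 SD, cut at about 17% in these data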;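 note: assay run at fixed EC70 calcium of 1.6 mM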
SR-BI uptake up: activators of SR-BI mediated DiI-HDL uptake, primary screen, ldlA[mSR-BI] CHO cells, DiI fluorescence; 3 h; 100 = double the neutral-control signal; activation, % at 12.5 µM; 320,000 compounds, 0.096% hits;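 active = mean replicate activation of at least 60% and every replicate at or above 60%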;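 note: 0% = median plate neutral-control signal and 100% = twice that signal; values of inactives mirror those of a sister screen read the other way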
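Assay system: CHO ldlA[mSR-BI] cells, LDL receptor-null, SR-BI overexpressing; medium: Ham's F12 with 0.5% BSA, HEPES 25 mM, pH 7.4; also added: DiI-HDL 10 µg/mL; timing: 3 h uptake period with compound, 37 °C; signal: DiI fluorescence, bottom read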
Keap1 Nrf2 FP: Keap1-Nrf2 protein-protein interaction inhibitors, primary screen, biochemical, fluorescence polarization, single point | Keap1 Kelch-Nrf2 peptide fluorescence polarization, 1536-well | inhibition, % at 9.4 µM | 340,000 compounds, 0.15% hits | AID 504523, 2011; in the data active = inhibition above about 12%;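 note: human Keap1 Kelch domain with fluorescein labeled Nrf2 9mer peptide probe; 0% = neutral control wells and 100% = peptide positive control; higher means more block of Keap1 binding to Nrf2 peptide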
Target sequence (Q14145 whole entry, looked up, the tested form may be a part): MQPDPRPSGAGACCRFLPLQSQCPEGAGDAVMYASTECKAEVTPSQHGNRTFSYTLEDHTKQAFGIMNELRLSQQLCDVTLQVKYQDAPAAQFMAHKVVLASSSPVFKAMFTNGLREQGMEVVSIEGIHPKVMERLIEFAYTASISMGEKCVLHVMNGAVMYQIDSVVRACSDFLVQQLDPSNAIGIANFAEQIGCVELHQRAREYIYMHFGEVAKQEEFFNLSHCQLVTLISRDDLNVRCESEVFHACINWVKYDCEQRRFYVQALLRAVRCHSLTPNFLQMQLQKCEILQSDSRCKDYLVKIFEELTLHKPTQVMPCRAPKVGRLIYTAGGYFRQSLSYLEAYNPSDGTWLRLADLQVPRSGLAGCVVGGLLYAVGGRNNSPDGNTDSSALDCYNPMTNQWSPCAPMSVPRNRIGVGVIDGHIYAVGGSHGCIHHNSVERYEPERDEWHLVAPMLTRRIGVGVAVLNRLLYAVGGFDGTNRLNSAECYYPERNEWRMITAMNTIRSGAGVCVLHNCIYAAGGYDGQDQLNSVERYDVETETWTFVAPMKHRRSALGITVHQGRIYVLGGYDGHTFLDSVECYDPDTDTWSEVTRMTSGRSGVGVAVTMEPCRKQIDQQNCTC
LANA DNA inh: inhibitors of KSHV C-LANA binding to DNA, primary screen, biochemical, fluorescence polarization, FAM-LBS DNA, MBP-C-LANA, single point; Kaposi's sarcoma herpesvirus LANA C-terminal domain (residues 932-1162) DNA binding; inhibition, % at 9 µM; 340,000 compounds, 0.078% hits;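 active = highest replicate inhibition at or above 60% at 9 µM, even if other replicates fall short; inactive = all replicates below 60% inhibition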;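 note: 0% = neutral control wells and 100% = 4 µM acridine orange control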
SR-BI DiI inh: inhibitors of SR-BI mediated HDL lipid uptake, primary screen, ldlA[mSR-BI] cells, fluorescence, single point; Scavenger receptor class B member 1 (Mus musculus), Q61009; ldlA[mSR-BI] CHO cells, DiI-HDL uptake fluorescence, 3 h; inhibition, % at 12.5 µM; 320,000 compounds, 0.96% hits; AID 488896, 2010;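 active = mean replicate inhibition of at least 70% and a set share of replicates each scoring 70 or more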;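 note: 0% = median of neutral control wells and 100% = median of positive control wells; values of inactives mirror those of a sister screen read the other way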
* marks the source's active call; other numbers are inactive results; nt = not tested or not shown.

Molecule,NSD2 inh,DAGLB inhibitor,PvdQ acylase,PKA-R2B activ,Arr AP2 block,RTF Ca sens inh,SR-BI uptake up,Keap1 Nrf2 FP,LANA DNA inh,SR-BI DiI inh
CCOC(=O)C1(CC2CC2)CCN(C(=O)c2cc(C)nc3ccc(CC)cc23)CC1,0,-2,4,3,19,-9,-15,-1,0.2,15
O=C(Cc1ccccc1)NCCc1cn2ccsc2n1,nt,-1,-8,-5,-3,-6,11,-4,0.0,-11
CCN(CC)S(=O)(=O)c1ccc(OC)c(NC(=O)CSc2ccccc2)c1,2,-2,3,-14,24,-2,-35,-6,-0.7,35
O=C(NCC(=O)N(CC1CCCO1)C1(C(=O)NC2CCCC2)CCCCC1)c1ccccc1 (configuration not stated),nt,3,-11,-3,1,4,18,-5,-0.3,-18
CCN(CC)CCNC(=O)c1sc2nc(-c3ccccc3)cn2c1C,nt,1,-17,5,4,-11,1,2,-0.2,-1
Cc1cc(C[n+]2ccccc2)c2nsnc2c1,-1,0,-5,-1,4,-18,-5,-3,-0.4,5
CC(C)(C)OC(=O)C[C@H]1C/C=C\C[C@H](CC(=O)N(CCO)Cc2ccccc2)C(=O)N[C@H](C(C)(C)C)COC1=O,nt,-1,-3,-10,-8,5,6,-8,1.8,-6
O=C(Cc1cccc(NC(=O)C2CCCN(C(=O)C3CCCC3)C2)c1)Nc1cccc(C(=O)N2CCCCC2)c1 (configuration not stated),nt,1,7,-4,-19,-1,-32,2,3.4,32
COc1cccc(/C=C/C(=O)OCC(=O)N2CCCc3ccccc32)c1,-2,-5,-15,-22,-12,-7,9,-5,-1.1,-9
CCc1nnc(NS(=O)(=O)c2ccc(NC(=S)NC(=O)c3ccc(OC)cc3)cc2)s1,2,7,4,-13,13,-9,-14,1,0.1,14
O=S(=O)(NCCc1csc(-c2cccnc2)n1)c1cccs1,nt,0,5,10,1,1,2,3,1.9,-2
COc1ccc(S(=O)(=O)Nc2ccccc2C(=O)NCc2cccnc2)cc1OC,0,-3,6,2,3,-4,11,2,0.4,-11
CCc1cccc(OCC(O)Cn2c(N3CCCCC3)nc3c2c(=O)[nH]c(=O)n3C)c1 (configuration not stated),0,0,-13,5,-12,-6,-8,-7,0.3,8
COc1ccc(C2(c3ccc(O)cc3O)CC(c3ccccc3Cl)NC(=S)N2)cc1 (configuration not stated),14,-2,8,-13,-14,-3,-22,1,-0.7,22
COc1ccc(CCn2c(=O)[nH]c3cc(C(=O)N4CCN(c5ccccn5)CC4)ccc3c2=O)cc1OC,-2,0,16,-6,48,-1,-81,-4,0.4,81*
CC1CN(C(=O)C(Sc2ccccc2)c2ccccc2)CC(C)O1 (configuration not stated),nt,0,-16,-6,-12,-1,-15,-3,0.7,15
O=C(COc1ccc(Cl)cc1)NCCS(=O)(=O)N1CCN(c2ccc(F)cc2)CC1,3,0,-25,-2,7,-5,-2,-2,0.5,2
COc1ccc(OC)c(S(=O)(=O)Nc2ccccc2F)c1,2,1,-12,-12,-19,-3,1,-3,0.1,-1
O=C(CN1C2CCCC1CC(NC(=O)C1CCCCC1)C2)Nc1ccccc1 (configuration not stated),nt,2,-5,-3,34,-3,nt,0,-0.5,nt
O=S1(=O)NC(CC2=CCCCC2)C2CCCCC2O1 (configuration not stated),nt,-1,-15,1,1,-4,-2,-4,0.6,2
CN(C)C(/C=C/Nc1cccc(Br)c1)=C(C#N)C#N,-5,nt,-13,nt,3,nt,-2,-3,2.3,2
Cc1sc2ncn(CC(=O)NCCCC(=O)N3CCN(c4ncccn4)CC3)c(=O)c2c1C,-1,1,-8,-1,-6,-2,-31,4,-1.5,31
Cc1cc(C)cc(NC(=O)COC(=O)c2cccc(S(=O)(=O)N3CCCCC3)c2)c1,-2,-4,-10,-12,-3,4,0,-1,0.4,0
Cc1nc2c(ncn2-c2ccccc2)c(=O)n1NC(=O)CN1CCCCC1,-8,0,5,-3,34,1,-2,-2,2.0,2
Cc1cccc(C(=O)C2CCOC(C)(C)C2)c1 (configuration not stated),0,-2,-9,-5,39,-4,13,4,-1.2,-13
O=C(CCCCCNC(=O)N1CCn2c1nc1ccccc12)N[C@@H](C(=O)O)c1ccccc1,nt,2,-1,-4,-4,-16,6,2,-0.5,-6
O=C(Nc1ccccc1Cl)c1cccc(NC(=O)C2CCCC2)c1,-1,-3,-14,-6,13,4,-11,-2,0.0,11
COC(=O)c1ccc(NC(=O)c2ccccc2CC[N+](=O)[O-])cc1,0,-4,6,7,40,2,-23,-1,-1.0,23
Cc1ccc(C)c(NC(=O)CSc2nc(C)cs2)c1,-2,2,-17,2,-13,-8,-15,-3,-0.6,15
CCOC(=O)NCc1ccc(CNC(=O)OCC)cc1,2,2,-7,13,-9,5,21,-3,-0.3,-21
Cc1ccc(C(=O)Nc2sc3c(c2C(=O)O)CCCCC3)o1,3,8,2,-3,12,-8,nt,4,-0.1,nt
CCCc1ccc(OCCNC(=O)c2ccco2)cc1,-3,-4,-18,-13,-1,-5,-3,-6,-0.8,3
Cc1ccc(CNC(=O)CCC(=O)c2cccs2)cc1,1,-2,-7,2,-3,1,12,5,2.3,-12
COc1cc(CCC(=O)Oc2ccc(C(C)=O)cc2)cc(OC)c1OC,5,0,-12,12,3,-4,-7,-7,1.3,7
O=C(CN1C(=O)COc2ccc(S(=O)(=O)N3CCOCC3)cc21)Nc1cccc(Cl)c1,-4,1,8,7,3,-5,19,2,-0.2,-19
CCN(CC(=O)Nc1ccccc1C(F)(F)F)C(=O)COc1cccc2c1OC(C)(C)C2,0,-1,-1,-6,34,-19,-55,0,0.0,55
Cc1ccccc1NC(=S)NCCc1ccc(S(N)(=O)=O)cc1,1,1,-15,1,-9,-2,10,-2,0.9,-10
CCc1ccc(CNC(=O)C2CCN(S(=O)(=O)N3CCC4(CC3)OCCO4)CC2)cc1,-3,-3,-5,1,0,3,9,2,0.3,-9
CCCn1c2ccccc2c2nnc(SCc3[nH]c(=O)[nH]c3C(=O)CCCCC(=O)OCC)nc21,5,3,-10,-8,6,-2,-54,-5,0.7,54
COc1ccc(-c2cc(-c3ccccc3)nc(SC(C)C(=O)O)c2C#N)cc1 (configuration not stated),8,0,-8,2,-12,-7,16,-2,-2.2,-16

As entered above:
SR-BI DiI inh, `CCc1ccc(CNC(=O)C2CCN(S(=O)(=O)N3CCC4(CC3)OCCO4)CC2)cc1` stands at -9
DAGLB inhibitor, `COc1ccc(-c2cc(-c3ccccc3)nc(SC(C)C(=O)O)c2C#N)cc1` (configuration not stated) stands at 0

Next part
Molecule,NSD2 inh,DAGLB inhibitor,PvdQ acylase,PKA-R2B activ,Arr AP2 block,RTF Ca sens inh,SR-BI uptake up,Keap1 Nrf2 FP,LANA DNA inh,SR-BI DiI inh
O=C(Cc1ccc(Cl)cc1)NCC(=O)N1CCN(Cc2ccccc2)CC1,0,-1,-2,-5,4,4,4,-3,-0.9,-4
O=C(O)c1ccc(COc2ccc3c(c2)CCC3)cc1,4,2,-9,-13,2,10,-1,5,-1.8,1
O=C(NC1CCCCC1)c1ccccc1NC(=O)C1CC(=O)N(c2ccc(Cl)cc2)C1 (configuration not stated),-2,1,-5,-5,3,-2,0,-5,1.1,0
CCCCCNC(=O)C(C)Sc1ccc(Cl)cc1 (configuration not stated),33,0,-6,-3,1,-12,37,5,1.1,-37
O=C1CCN(c2ccc([N+](=O)[O-])cc2F)CC1,16,-2,13,0,53,-2,-5,2,-1.4,5
CC(C)CN(C(=O)c1ccc(C(F)(F)F)cc1)c1c(N)n(CC(C)C)c(=O)[nH]c1=O,-6,4,-4,9,28,-9,nt,3,0.3,nt
CN1CCN(C(=O)c2ccc(CSc3nc4ccncc4n3Cc3ccc(F)cc3)cc2)CC1,nt,3,-2,-2,2,-2,40,-3,-0.3,-40
Cc1cccc(Nc2c([N+](=O)[O-])c(=O)n(C)c3ccccc23)c1,4,1,-12,2,0,2,4,-1,2.3,-4
COc1cc(S(=O)(=O)N(Cc2ccccc2)CC2CCCO2)ccc1-n1cnnn1 (configuration not stated),nt,0,-9,-6,10,-5,nt,-2,-0.9,nt
CC(C)c1ccc(NC(=O)C[n+]2ccn(C3=C([O-])c4ccccc4C3=O)c2)cc1,3,6,3,5,15,-3,3,3,-0.6,-3
O=C(O)C1CCCCC1C(=O)Nc1ccccc1C(=O)N1CCN(c2ccc(F)cc2)CC1 (configuration not stated),-1,3,19,-11,17,-14,28,-1,-2.7,-28
O=C(c1cc2c(s1)CCCC2)N1CCN(c2ccccc2)CC1,1,-5,3,-1,-10,-1,6,2,1.5,-6
O=C(Nc1cccc(C(F)(F)F)c1)c1cc(-c2ccc(F)cc2)on1,-3,-9,-3,3,0,4,-8,4,0.7,8
Cc1cccc(N2CCN(C(=O)CSCc3c(C)noc3C)CC2)c1C,0,-1,-7,3,-4,-2,-24,1,-0.2,24
O=C(COc1ccccc1)NCC(=O)N/N=C/c1ccc(O)cc1O,-3,1,-11,-2,6,-15,nt,-5,-1.8,nt
O=C(NCC(c1cccnc1)N1CCN(c2ccccc2)CC1)OCc1ccccc1 (configuration not stated),4,3,-13,5,-11,-1,3,-5,0.7,-3
Cc1ccc(S(=O)(=O)NCc2ccc(N3CCN(C(=O)OC(C)(C)C)CC3)cc2)cc1,0,-4,-2,7,2,0,-17,2,-1.1,17
CCCn1c(SCC(=O)N(C)CC(=O)Nc2ccc(Cl)cc2)n[nH]c1=O,2,1,-12,4,-4,3,3,-9,-0.9,-3
CCN(CC)C(=S)NC(=O)c1ccc(Cl)cc1Cl,nt,-2,-14,-6,0,-6,25,-4,-0.2,-25

Screens from PubChem.
